From PubChem
FLuc inh counter = Photinus pyralis luciferase inhibition counter-screen. inhibition, % at 10 µM. P08659. ATPLite firefly luciferase biochemical luminescence, 10 min. AID 1006. 200,000 compounds, 1.5% hits;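 active = inhibition above about 50% when tested at 10 µM, limit read from the data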
Target sequence (P08659 whole entry, looked up): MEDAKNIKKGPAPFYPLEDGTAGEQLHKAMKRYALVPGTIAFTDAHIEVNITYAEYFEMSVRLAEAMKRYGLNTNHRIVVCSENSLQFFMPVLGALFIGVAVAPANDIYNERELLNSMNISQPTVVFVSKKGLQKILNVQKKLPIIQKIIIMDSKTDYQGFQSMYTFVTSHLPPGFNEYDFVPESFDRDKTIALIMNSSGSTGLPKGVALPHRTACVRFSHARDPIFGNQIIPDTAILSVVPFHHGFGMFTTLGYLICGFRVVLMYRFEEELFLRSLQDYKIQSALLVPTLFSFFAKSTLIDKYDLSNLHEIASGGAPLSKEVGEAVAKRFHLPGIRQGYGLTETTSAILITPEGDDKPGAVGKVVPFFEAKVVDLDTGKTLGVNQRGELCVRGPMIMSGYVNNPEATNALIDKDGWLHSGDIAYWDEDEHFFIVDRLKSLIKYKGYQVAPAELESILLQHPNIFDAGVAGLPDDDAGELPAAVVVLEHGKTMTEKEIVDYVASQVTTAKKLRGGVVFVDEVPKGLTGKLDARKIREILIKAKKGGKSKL
bIAP activator = increases bovine intestinal alkaline phosphatase activity. purified bovine IAP, CDP-star luminescence, 30 min; active compounds read high; fold of DMSO-control signal, blank-subtracted. activation factor at 20 µM. 200,000 compounds, 0.17% hits. AID 1016;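 active = activation factor of 2 or more at 20 µM, a signal rise over negative controls twice the positive control's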
TNAP inh noacc = TNAP (human) inhibition, acceptor-free conditions; 200,000 compounds, 0.26% hits; AID 1012; inhibition, % at 20 µM; P05186; purified TNAP, CDP-star luminescence, 30 min;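 active = tissue-nonspecific alkaline phosphatase inhibition above about 50% at 20 µM in the single-dose screen, limit read from the data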;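 note: 0% = DMSO negative control and 100% = EDTA positive control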
Target sequence (P05186 whole entry, looked up): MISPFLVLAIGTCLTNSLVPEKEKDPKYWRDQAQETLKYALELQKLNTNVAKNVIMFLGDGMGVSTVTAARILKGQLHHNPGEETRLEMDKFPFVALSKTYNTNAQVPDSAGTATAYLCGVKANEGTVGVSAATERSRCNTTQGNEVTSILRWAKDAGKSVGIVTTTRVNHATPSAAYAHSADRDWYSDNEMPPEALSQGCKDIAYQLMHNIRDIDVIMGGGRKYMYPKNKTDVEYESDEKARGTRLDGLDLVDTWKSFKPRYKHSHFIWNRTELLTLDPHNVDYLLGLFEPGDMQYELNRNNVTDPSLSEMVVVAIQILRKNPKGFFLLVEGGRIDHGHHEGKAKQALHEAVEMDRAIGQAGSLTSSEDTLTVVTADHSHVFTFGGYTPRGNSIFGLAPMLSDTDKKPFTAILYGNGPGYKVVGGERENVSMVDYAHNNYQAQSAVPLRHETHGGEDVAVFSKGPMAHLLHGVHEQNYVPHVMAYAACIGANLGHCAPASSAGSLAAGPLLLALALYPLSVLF
RAM inhibit = yeast RAM network inhibition; S. cerevisiae dse1pr::URA3 reporter, 5-FOA growth OD615, 2 d; analog-sensitive cbk1-as2 kinase mutant strain; inhibition, % at 50 µM; 190,000 compounds, 1.8% hits;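 active = inhibition above a set limit, 3 SD over mean compound inhibition, cut at about 8.4% in these data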;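 note: 0% = DMSO-only wells with no growth and 100% = 10 µM 1-NA-PP1 full growth; inhibition rescues growth on 5-FOA so higher OD means more RAM inhibition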
APP transl inh = APP translation inhibition; inhibition, % at 2 µM; 190,000 compounds, 0.82% hits; SH-SY5Y APP 5'UTR-luciferase reporter, luminescence;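 active = inhibition above a set limit, derived from the sample mean plus 3 SD, cut at about 45% in these data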; note: values of inactives mirror those of a sister screen read the other way
FLuc stim CS = affects firefly luciferase, flagging false hits in luciferase stimulation screens. P08659. ATPlite luciferase biochemical, luminescence, 10 min; 0 = ATP-free wells, 1 = DMSO control. activation factor at 10 µM. 200,000 tested, under 10 active;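 active = luciferase activation factor, scaled between plate controls, of at least 2 with compound at 10 µM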
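Assay system – cell-free luciferase reagent · Medium – PBS-based ATP solution · Dosing – test compounds dosed from 2 mM stocks in 100% DMSO · Timing – 10 min, room temperature · Technique – light output (luminescence) · Measure – luminescence gain marking luciferase activators · Controls – No-ATP low control, compound-free enzyme-plus-ATP high control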
TNAP act hiacc = TNAP (human) activation, high acceptor. purified TNAP, CDP-star luminescence, 1 M DEA, 30 min; active compounds read high; 0 = EDTA background, 1 = DMSO-only activity. activation factor at 20 µM. 200,000 tested, under 10 active. AID 1136;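 active = activation factor at least 2 at 20 µM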
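Assay system: human TNAP; Input: enzyme diluted 1/800 final; Reagent: CDP-star luminogenic substrate at 100 µM final; Timing: 30 min, room temperature; Signal: luminescence; Evaluation: TNAP activation factor scaled between EDTA and DMSO control wells.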
bIAP inhibitor = intestinal alkaline phosphatase (bovine) inhibition | purified bovine IAP, CDP-star luminescence, 30 min | inhibition, % at 20 µM | 190,000 tested, under 10 active | AID 1019;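 active = over 50% inhibition of intestinal alkaline phosphatase at 20 µM in the single-dose screen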
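System: Purified bovine intestinal alkaline phosphatase (IAP) enzyme | Input: IAP diluted 1/65,000,000 in the well | Also added: CDP-star chemiluminescent phosphatase substrate, 30 µM final | Dosing: 20 µM single dose | Times: Enzyme reaction for 30 min at room temperature | Detection: Luminescence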
TNAP inh hi DEA = TNAP (human) inhibition, high acceptor; inhibition, % at 20 µM; P05186; purified TNAP, CDP-star luminescence, 1 M DEA; 200,000 compounds, 0.03% hits;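 active = over 50% inhibition of tissue-nonspecific alkaline phosphatase at 20 µM in the single-dose screen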;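 note: plate controls were DMSO wells for no effect and EDTA-quenched wells as full inhibition for full effect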
Lmaj promast = inhibitors of Leishmania major promastigote growth; Leishmania major promastigotes, resazurin fluorescence viability; inhibition, % at 10 µM; 200,000 compounds, 9% hits; AID 1063; in the data active = inhibition above about 50%;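 note: promastigotes grown with compound for 44 hours at 28 °C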
An asterisk follows results filed as active; . = no result given.

SMILES	FLuc inh counter	bIAP activator	TNAP inh noacc	RAM inhibit	APP transl inh	FLuc stim CS	TNAP act hiacc	bIAP inhibitor	TNAP inh hi DEA	Lmaj promast
CCc1ccc(N=c2c([N+](=O)[O-])nn(-c3ccccc3)n2O)cc1	-9	0.5	-4	2.8	-2	1.1	1	45	1	88*
Cc1ccc(-c2c(C(=O)NNC(=S)NCC3CCCO3)csc2C)cc1 (stereo not given)	-4	1.7	-149	2.2	-18	1	1.1	-68	-6	18
Cc1ccc(C(=O)CNc2ccccc2C)cc1	27	1	-10	0.9	-25	0.7	1.1	-4	-6	10
Cc1ccccc1Oc1ncnc(N)c1[N+](=O)[O-]	6	1.1	-11	2.0	-9	0.9	1	-12	-5	-5
O=C(Nc1ccccc1)c1ccc(CSc2ccccn2)cc1	34	0.9	-13	0.4	-197	0.7	1.1	10	-6	-4
CC(C)c1ccc(N2C(=O)CSC23C(=O)N2CCCc4cccc3c42)cc1 (stereo not given)	-8	0.9	-30	3.5	-10	1.1	1	13	-4	9
CC1(C)CC(C#N)(N2CCOCC2)CCO1 (stereo not given)	-3	1	-2	-0.3	-18	1	1.1	2	-8	-8
O=C(CSc1ccc(-c2ccco2)nn1)N1CCCCC1	19	1	6	1.2	-4	0.8	1	3	4	-9
O=C(COC(=O)/C=C/c1cccs1)Nc1cccc(S(=O)(=O)N2CCCC2)c1	-5	0.9	-10	4.9	-8	1.1	1	11	-2	-1
CCN1CCCC1CNC1=NCCCCC1 (stereo not given)	-7	0.9	-11	1.6	0	1.1	1.1	9	-6	-6
Cc1ccc2nc(SCC(=O)Nc3cc(C(C)(C)C)nn3-c3ccccc3)[nH]c2c1	-5	1	-6	-0.1	-8	1.1	1	-2	2	19
CCCNC(C)C(=O)Nc1ccccc1C (stereo not given)	-6	1	-11	.	11	1.1	1.1	-1	-7	.
CN(C)c1nc(N)nc(CSc2nc3cc(Cl)ccc3o2)n1	-2	0.9	-12	0.5	-11	1	1.1	10	-6	-4
CCO[C@@H]1OC(C(=O)N2CCN(Cc3ccccc3)CC2)=C[C@H](c2csc3ccccc23)[C@H]1CCCO	-12	1	2	1.0	-20	1.1	1.1	-2	-7	31
c1ccc(Nc2nc3ccccc3n3nnnc23)cc1	0	1.1	-2	4.1	-51	1	1	-9	2	17
CC(C)(C)c1ccc(C(=O)/C=C2\NC(=O)CS2)cc1	89*	1	2	1.1	-119	0.1	1	2	-4	2
Cc1ccc(S(=O)(=O)Oc2ccccc2/C=C2\SC(=O)NC2=O)cc1	-4	1.2	-4	1.9	-17	1	1	-17	-2	2
Cn1cc(S(=O)(=O)N2CCN(Cc3ccccc3)CC2)c(=O)n(C)c1=O	-9	0.9	-10	3.0	1	1.1	1.1	5	-5	-8
O=C(Nc1ccccc1)c1cccc(N2CCCC2=O)c1	14	0.9	-12	0.7	-37	0.9	1	11	-1	0
O=C(CCSc1nnc(-c2ccncc2)o1)Nc1ccccc1Cl	-5	0.8	-6	0.3	16	1	1	20	0	-3
Cc1ccccc1-c1nc(CS(=O)(=O)CC(=O)NCc2ccccc2)c(C)o1	-3	0.9	-8	6.4	4	1	1	6	0	-7
O=C(CSc1ccc(-c2cccs2)nn1)c1cccs1	2	0.9	-8	2.5	-36	1	1	5	0	20
Fc1cccc(/C=N/Nc2ccc3ccccc3n2)c1	71*	0.9	-13	0.1	-225	0.3	1.1	12	-6	52*
Cc1nn2c(NCCCN3CCOCC3)c3c(nc2c1-c1ccccc1)CCC3	-1	1	-10	0.7	0	1	1.1	-4	-6	37
COc1ccc(CC(=O)Nc2ccc3c(c2)CCC3)cc1	2	0.9	-24	1.1	-27	1	1	9	-3	-1
O=C(NC(=S)NNC(=O)c1cccs1)c1ccc(Br)o1	-4	1	-26	0.6	-1	1	1	-5	-3	18
CCOc1ccccc1N(CC(=O)NC1CCCC1)C(=O)CCCC(=O)Nc1ccccn1	-6	1	-12	2.1	4	1.1	1	2	-2	12
COc1cc(C(=O)Nc2nc(-c3ccc(Cl)cc3)c(C)s2)ccc1OCC(=O)Nc1ccc(F)cc1	-6	0.6	-10	2.4	-5	1.1	1	37	0	-3
Nc1nnc(SC2CC(=O)N(c3ccccc3)C2=O)s1 (stereo not given)	-6	1	-14	0.1	-16	1.1	1.1	2	-8	3
CCNC(=O)COC(=O)/C=C/c1c(C)nn(Cc2cccc(OC)c2)c1Cl	3	0.9	-11	1.7	-9	1	1	14	-1	-4
CCS(=O)(=O)c1ccc(O)c(NC(=O)COc2ccccc2)c1	-5	0.9	-9	1.2	10	1	1	6	-4	-8
COC(=O)C1C(c2ccc(OC)c(OC)c2)NC(c2ccc(OC)c(OC)c2)C(C(=O)OC)S1(=O)=O (stereo not given)	3	1.1	-5	3.9	-2	1	1	-11	-1	3
COc1ccc(-c2nc(NC(=O)CCNC(=O)c3ccco3)sc2C)cc1	-5	0.9	-11	0.8	12	1	1.1	10	-6	45
CCc1nnc(NC(=O)CSc2nc3c(cc2C#N)CCCC3)s1	-2	0.9	-11	1.6	-199	1	1	8	0	4
Cc1ccc(-n2nnnc2SCC(=O)N2CCCCC2)cc1	-8	0.9	-20	-1.1	-7	1.1	1.1	13	-8	-4
CC(=O)N1CCc2c(sc(NC(=O)c3ccc4c(c3)OCCO4)c2C#N)C1	4	0.9	-5	1.7	59*	1	1	11	3	54*
COc1cc(SC)ccc1C(=O)Nc1ccc(S(=O)(=O)N2CCCC2)cc1	-4	0.9	-8	2.9	6	1	1	6	-4	-5
O=c1c2c3c(sc2ncn1/N=C/c1cccnc1)CCCC3	8	1	-7	3.0	-7	0.9	1	-3	2	5
CCCCCc1c(O)nc(SCCN2CCOCC2)[nH]c1=O	-4	1	-6	0.0	-1	1	1	-1	1	-6
CN(Cc1ccccc1)S(=O)(=O)c1ccc(NC(=S)NC(=O)C(C)(C)C)cc1	-7	0.8	-8	3.3	4	1.1	0.9	20	6	-7

Some values from the list:
Cc1ccc(-n2nnnc2SCC(=O)N2CCCCC2)cc1 in RAM inhibit is listed with -1.1
COc1ccc(-c2nc(NC(=O)CCNC(=O)c3ccco3)sc2C)cc1 in TNAP inh noacc is listed with -11
CCc1nnc(NC(=O)CSc2nc3c(cc2C#N)CCCC3)s1 in bIAP activator is listed with 0.9

The results go on.
SMILES	FLuc inh counter	bIAP activator	TNAP inh noacc	RAM inhibit	APP transl inh	FLuc stim CS	TNAP act hiacc	bIAP inhibitor	TNAP inh hi DEA	Lmaj promast
C/C(=C\c1ccccc1)C(=O)NCc1ccco1	-3	1.1	4	-1.6	-40	1	1	-9	-4	-2
CC(C)(C)c1ccc(-c2conc2N)cc1	61*	1	-8	1.2	-70	0.4	1	4	0	32
CC(C)(C)OC(=O)NNC(=O)Nc1ccccc1C(F)(F)F	-9	1.1	-11	0.0	-3	1.1	1	-10	-4	-2
Cc1cc(Cl)ccc1Oc1ncc(-c2ccc(Cl)cc2)cn1	-7	1	-11	11*	-5	1.1	1	3	-4	-7
COc1cc2c(cc1NC(=O)CN(C)Cc1cccc(OC)c1OC)oc1ccccc12	-6	0.9	-10	-0.1	10	1.1	1	13	-5	6
COc1cc(-n2c(=O)c3ccccc3n(Cc3ccccc3)c2=O)cc(OC)c1OC	-6	1.1	-5	0.1	-12	1.1	1.1	-7	-11	1
COc1cccc(-c2nn(C)c3sc(C(=O)NCc4ccc(C)cc4)cc23)c1	-10	1.3	6	6.4	-4	1.1	1.1	-29	-12	20
c1ccc2[nH]c(SCC3CCCCO3)nc2c1 (stereo not given)	41	1	-13	1.0	-152	0.6	1	0	-2	2
O=C(NCCCNC(=O)c1cccs1)c1cccs1	-8	1	4	0.3	-9	1.1	1.1	1	-6	4
O=C(CCc1nc2ccccc2c(=O)[nH]1)OCc1ccccc1F	-2	1	-9	5.5	-8	1	1	3	2	-3
CCCCN(C(=O)NC(=O)Nc1nc2ccc(OC)cc2s1)S(C)(=O)=O	50*	1	2	1.4	-24	0.5	1	4	-3	3
Cc1ccc(/C=N/n2cnnc2)s1	-4	1	-6	1.4	-18	1	1.1	-1	-5	-4
Cc1ccc(C)c(N2CCN(C(=O)CN3C(=S)NC(C)(C)CC3C)CC2)c1 (stereo not given)	-6	0.9	2	0.9	12	1.1	1	6	-1	11
O=C(NCc1ccccc1)c1cnc(-c2ccccn2)nc1C(F)(F)F	1	0.9	-4	0.3	14	1	1	6	0	9
O=C(O)c1cccc(COc2ccc(CO)cc2Cl)c1	85*	0.9	-22	2.6	.	0.2	1	8	-4	.
COc1ccc(-c2nnc(SC(C)C(=O)Nc3ccc4c(c3)OCCO4)o2)cc1 (stereo not given)	17	1.2	-22	0.1	-77	0.8	1	-24	-2	-6
COc1ccc2cc(N=Cc3nc(-c4ccc(C)cc4)oc3O)cnc2c1	-4	1.1	1	0.7	-3	1	1	-6	4	-1
COc1ccc(CNc2nc3nc(C)c(Cl)c(=O)n3[nH]2)cc1OC	-3	0.9	3	2.9	-10	1	1	6	0	-4
O=C(CSc1nncn1-c1ccccc1)Nc1cccc(S(=O)(=O)N2CCCCC2)c1	3	0.8	2	5.4	-12	1	1	19	-5	63*
O=C(CSCC(=O)OCC(=O)c1ccc(Br)cc1)Nc1ccc(Br)cc1	1	0.9	-23	4.1	19	1	1	10	-4	-7

Of the compounds above, 2 have bromine.
SMILES	FLuc inh counter	bIAP activator	TNAP inh noacc	RAM inhibit	APP transl inh	FLuc stim CS	TNAP act hiacc	bIAP inhibitor	TNAP inh hi DEA	Lmaj promast
O=C(NC(=S)NNC(=O)c1cccs1)c1ccc(Br)o1	-4	1	-26	0.6	-1	1	1	-5	-3	18
O=C(CSCC(=O)OCC(=O)c1ccc(Br)cc1)Nc1ccc(Br)cc1	1	0.9	-23	4.1	19	1	1	10	-4	-7

New compounds follow
SMILES	FLuc inh counter	bIAP activator	TNAP inh noacc	RAM inhibit	APP transl inh	FLuc stim CS	TNAP act hiacc	bIAP inhibitor	TNAP inh hi DEA	Lmaj promast
Cn1c(SCC(=O)Nc2ccc(F)cc2)nnc1-c1cccnc1	-5	0.9	-12	1.4	-7	1	1	8	3	-2
COc1ccccc1NCC(O)Cn1c2ccccc2c2ccccc21 (stereo not given)	-3	0.8	-1	6.3	-23	1	1	18	0	44
Cc1ccccc1-c1nnc(-c2ccc(Br)cc2)o1	15	1	-12	4.8	-69	0.9	1.1	-2	-6	-2
O=C(CCN1CCN(C(c2ccccc2)c2ccccc2)CC1)N/N=C/c1ccc(O)cc1	-5	1.3	-9	1.8	-15	1.1	1	-28	4	31
O=C(O)/C=C/c1coc2ccc(F)cc2c1=O	-1	1.2	-16	0.6	-12	1	1	-15	-3	-4
CN(C)S(=O)(=O)Oc1ccsc1C(=O)Nc1ccccc1Cl	-6	1	-7	1.2	1	1.1	1	2	0	-2
CC(=O)Nc1ccc(NC(=O)C/C(C)=N/NC(N)=S)cc1	-4	1.4	2	-0.2	29	1	1.1	-37	-6	5
CCN(CC)CCN1C(=O)C(=O)/C(=C(/O)c2ccc(OC)cc2)C1c1cccs1 (stereo not given)	-1	1	2	-0.7	-32	1	1	0	-4	-1
Cc1ccc(C(=O)OCC(=O)c2c[nH]c3ccccc23)cc1	6	0.9	-4	7.0	-44	0.9	1	11	-4	2
Cc1ncc(CCl)c2c1OC(C)(C)OC2	0	1.1	-11	0.1	3	1	1	-7	-4	20
